Screens (PubChem BioAssay)
MEKK2 WT-MEK5: modulators of MEK5 binding to wildtype MEKK2, primary screen, biochemical, multiplex bead flow cytometry, Alexa488-MEK5 | Mitogen-activated protein kinase kinase kinase 2 (Homo sapiens), Q9Y2U5 | Alexa488-MEK5 binding to MEKK2 WT; actives lie on both sides | binding response (% of control), % at 10 µM | 290,000 tested, 1.1% active | AID 1531, 2009; in the data active = binding response below about 67% or above about 130%
MEKK2 mut-MEK5: MEK5 binding signal on mutant MEKK2 PB1, primary screen, biochemical, multiplex bead flow cytometry, Alexa488-MEK5; percent response, % at 10 µM; Alexa488-MEK5 binding to MEKK2 mutant; AID 1530, 2009; 290,000 tested, 0.35% active; in the data active = percent response above about 24%, passing the limit was not always enough; note: inactives centre near 1; some results filed as inactive read as strong as hits
OXTR potentiator: human OXTR potentiators, primary screen, fluorescence, CHO-OTR cells, Fluo-8 calcium; Oxytocin receptor (Homo sapiens), P30559; Fluo-8 calcium fluorescence, potentiator mode; 0% = oxytocin EC15, 100% = EC100; activation, % at 3 µM; 320,000 tested, 0.061% active;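 active = activation above that plate's cutoff, the mean activation of tested compounds plus 3 SD, cut at about 6.6% in these data, passing the limit was not always enough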;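 note: 100% uses oxytocin at 75 nM as the full agonist control; some results filed as inactive read as strong as hits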
Target sequence (P30559 whole entry, looked up): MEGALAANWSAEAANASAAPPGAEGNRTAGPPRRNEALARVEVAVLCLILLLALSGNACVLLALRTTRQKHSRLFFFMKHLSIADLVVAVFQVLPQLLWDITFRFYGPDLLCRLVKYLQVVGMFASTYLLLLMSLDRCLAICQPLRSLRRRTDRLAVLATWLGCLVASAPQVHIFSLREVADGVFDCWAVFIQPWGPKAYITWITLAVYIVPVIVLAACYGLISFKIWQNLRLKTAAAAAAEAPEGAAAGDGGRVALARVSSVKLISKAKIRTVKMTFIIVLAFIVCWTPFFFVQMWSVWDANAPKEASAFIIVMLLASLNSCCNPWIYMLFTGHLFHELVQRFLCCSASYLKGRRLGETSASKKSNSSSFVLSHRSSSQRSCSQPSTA
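Material: human OTR in CHO cells. Compound: 3.0 µM, one dose. Timing: compound 6 min at room temperature before oxytocin, 100 s read. Evaluation: % activation of max/min ratio relative to oxytocin controls. Replication: single well per compound, singlicate. Signal: Fluo-8 calcium dye fluorescence.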
NALP1 inh: NALP1 inflammasome inhibitors in reconstituted yeast, colorimetric, S. cerevisiae, triplicate retest; inhibition, % at 10 µM; S. cerevisiae NALP1/ASC/caspase-1 growth, X-gal OD620, 72 h; 280,000 tested, 0.61% active; in the data active = inhibition mostly above about 24%, no sharp cut-off; inactive = mostly below about 32%; note: some compounds called inactive have numbers as strong as hits
V1R ag counter: agonists of human V1a receptor, primary screen, counter-screen for OXTR agonist project, fluorescence, CHO-V1R cells; 320,000 tested, 0.25% active; Fluo-8 calcium fluorescence, agonist mode; 0% DMSO, 100% 3 nM vasopressin; AID 2797, 2010; Vasopressin V1a receptor (Homo sapiens), P37288; activation, % at 3 µM;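 active = activation above the mean activation of all tested compounds plus 3 SD, per screening run, cut at about 20% in these data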;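 note: signal is peak over basal fluorescence ratio across a 100 second FLIPR read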
Target sequence (P37288 whole entry, looked up): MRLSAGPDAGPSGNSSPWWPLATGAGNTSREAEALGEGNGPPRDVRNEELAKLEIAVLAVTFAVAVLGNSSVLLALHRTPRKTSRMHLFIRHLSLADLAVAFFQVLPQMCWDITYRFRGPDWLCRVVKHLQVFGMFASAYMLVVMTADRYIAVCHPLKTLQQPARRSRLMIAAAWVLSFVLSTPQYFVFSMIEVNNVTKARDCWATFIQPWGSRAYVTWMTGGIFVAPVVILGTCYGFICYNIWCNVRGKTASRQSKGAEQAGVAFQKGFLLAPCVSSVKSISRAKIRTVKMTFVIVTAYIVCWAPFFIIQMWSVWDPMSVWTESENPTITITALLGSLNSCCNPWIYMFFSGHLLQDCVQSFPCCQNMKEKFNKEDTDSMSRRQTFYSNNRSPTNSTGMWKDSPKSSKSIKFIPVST
OXTR agonist: human OXTR agonists, primary screen, fluorescence, CHO-OTR cells, Fluo-8 calcium | activation, % at 3 µM | Oxytocin receptor (Homo sapiens), P30559 | Fluo-8 calcium fluorescence; normalized: DMSO 0%, oxytocin 100% | AID 2435, 2010 | 320,000 tested, 0.32% active;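 active = activation above the mean of all tested compounds plus 3 SD, cutoff set per screening run, cut at about 20% in these data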;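 note: peak over basal fluorescence ratio from a 100 s FLIPR kinetic read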
PfM18AAP inh: PfM18AAP inhibitors, malaria aminopeptidase, primary screen, biochemical, QFRET, recombinant enzyme; M18 aspartyl aminopeptidase (Plasmodium falciparum 3D7); H-Glu-NHMec fluorogenic cleavage; inhibition, % at 7.35 µM; 290,000 tested, 1.2% active; AID 1822, 2009;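 active = inhibition above the campaign mean inhibition over all tested compounds plus 3 SD, cut at about 28% in these data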;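 note: 0% = plate median of test compound wells and 100% = 2 mM ZnCl2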
GPR7 antagonist: GPR7 receptor antagonists, primary screen, cell-based, fluorescence, single concentration; Neuropeptides B/W receptor type 1 (Homo sapiens), P48145; GPR7-expressing cells, fluorescence antagonist assay; inhibition, % at 4.4 µM; 290,000 tested, 1.1% active; AID 1861, 2009; in the data active = inhibition above about 16%, passing the limit was not always enough;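 note: cells stimulated with the agonist NPW; 0% = agonist with vehicle and 100% = vehicle without agonist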
GalR3 antag: GalR3 antagonists in HEK293 cells, primary screen, cell-based, fluorescence readout; Galanin receptor type 3 (Homo sapiens), O60755; HEK293 GalR3-CNG cAMP membrane potential fluorescence; galR3 body fused to GalR1 C-terminus; inhibition, % at 3 µM; 360,000 tested, 0.44% active;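 active = inhibition above the screen-wide average plus 3 SD, cut at about 13% in these data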;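 note: forskolin and galanin both at EC90 stimulate the cells; cAMP rise reported by CNG channel membrane potential dye signal; 0% = forskolin plus galanin with DMSO and 100% = forskolin alone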
Numbers without * were called inactive; / = not tested or not shown.

entry	Compound	NALP1 inh	OXTR agonist	OXTR potentiator	MEKK2 WT-MEK5	MEKK2 mut-MEK5	GalR3 antag	PfM18AAP inh	V1R ag counter	GPR7 antagonist
1	O=C(c1ccccc1)N1N=C(C(F)(F)F)CC1(O)c1ccccc1O (configuration not stated)	-11	/	/	95	3	-1	-8	/	12
2	CCOC(=O)/C(C#N)=C\c1ccc(CC)s1	13	-1.9	-17	102	1	-2	-3	-0.2	2
3	O=[N+]([O-])c1ccc(C[n+]2cc(-c3ccccc3)n3c2CCCCC3)cc1	7	0.2	-3	108	3	1	-3	0.7	-19
4	O=C(N/N=C(\c1ccccc1)c1ccccn1)c1ccccc1Cl	7	-1.3	-4	108	6	-4	9	-0.1	-5
5	COCCN1C(=O)C(=O)/C(=C(/O)c2ccc(S(=O)(=O)N3CCOCC3)cc2)C1c1ccc(OC)c(OC)c1 (configuration not stated)	6	0.8	-3	112	8	-4	2	0.9	-10
6	COc1ccc(-n2c(SCC(=O)c3ccc[nH]3)nnc2-c2ccccc2)cc1	20	0.0	-4	94	-2	-2	-1	2.1	7
7	O=C(O)c1ccc2ncc(NC(=O)c3ccc(F)cc3)c(=O)n2c1	16	0.2	-1	101	3	-7	0	-0.1	-10
8	O=C(Nc1ccc(F)cc1)c1ccccc1S(=O)(=O)c1ccccc1[N+](=O)[O-]	31	-0.8	-3	95	-2	-5	1	0.3	-6
9	O=C(Cn1cc([N+](=O)[O-])ccc1=O)Nc1ccc2c(c1)OCO2	/	1.0	-6	/	/	-4	/	0.6	/
10	Cc1ccc(-c2nn(-c3ccc(F)cc3)cc2C(=O)N(C)CC(=O)Nc2ccc(N3CCOCC3)cc2)cc1	/	0.0	-6	/	/	-4	/	-0.3	/
11	Cc1nc(Sc2ccc(Cl)cc2)c(C#N)c(C)c1[N+](=O)[O-]	1	-1.8	-5	102	15	-4	5	-1.6	-20
12	CCN(CC(=O)NCc1ccc(Cl)cc1)C(=O)/C=C/c1ccco1	6	-2.2	-8	99	-1	-2	3	-1.9	-7
13	c1ccc2c(c1)nnn2Cc1nnc2sc(-c3ccncc3)nn12	16	0.1	5	105	3	-5	16	0.6	9
14	O=S(=O)(c1ccccc1)N1CCN(CCO)CC1	0	-0.7	-10	102	-1	-9	-2	0.6	2
15	Cc1ccc(NC(=O)COC(=O)c2nn(-c3ccc(Cl)cc3)cc2O)cc1	/	0.2	-6	/	/	-2	/	0.0	/
16	Cc1ccc(CNS(=O)(=O)c2ccc(C(F)(F)F)cc2)n1C	-4	-0.6	-3	103	2	-5	2	0.3	-19
17	Cn1c(=O)c2c(nc(SCC(=O)c3cccs3)n2Cc2ccc(F)cc2)n(C)c1=O	17	-0.8	-3	100	0	-4	4	-0.4	-17
18	CCC1(CC)NC(=O)N(CC(=O)N2CCN(S(=O)(=O)c3cccc(F)c3)CC2)C1=O	10	-0.2	-4	115	10	-2	-4	-0.5	-2
19	O=C(CSc1nnc(CNC(=O)c2c(F)cccc2F)o1)c1ccccc1	18	-0.5	-4	108	4	0	7	-0.9	8
20	CN(CC(=O)Nc1ccccc1Br)C(=O)c1cc([N+](=O)[O-])ccc1N1CCOCC1	/	-1.4	-17	/	/	1	/	0.1	/
21	CCOC(=O)CCC(NC(=O)CCCCCCCCC(=O)NC(CCC(=O)OCC)C(=O)OCC)C(=O)OCC (configuration not stated)	32	-1.3	0	110	1	-1	5	0.9	-11
22	CC(=O)Nc1ccc(S(=O)(=O)Nc2nnc(Cc3ccc(Cl)cc3)s2)cc1	-6	0.5	-2	85	-6	-7	9	0.6	-16
23	Cc1nnc(SCC(=O)NC2CCCCCC2)n1C	35	-0.3	-2	106	2	-5	2	1.2	8
24	Cc1ccc(C(=O)COC(=O)CCC(=O)Nc2ccccc2Cl)cc1[N+](=O)[O-]	12	-1.7	-9	97	-2	-5	5	-0.6	14
25	COc1ccc(Cc2nnc(NC(=O)c3cc(OC)c(OC)c(OC)c3)s2)cc1	15	-1.3	-9	110	4	-9	7	0.3	-8
26	CCC(NC(=O)c1ccccc1NC(=O)C(C)(C)C)C(=O)N1CCCC1 (configuration not stated)	13	1.1	-4	93	-6	15*	-12	0.7	-5
27	Cc1cccc2cc(/C=N/Nc3ccc(C(=O)O)cc3)c(Cl)nc12	/	0.3	-8	67	-37	-9	-21	0.7	6
28	Cc1ccc(C(=O)Oc2ccccc2N2C(=O)C3C4CCC(C4)C3C2=O)cc1 (configuration not stated)	12	-0.5	4	104	-2	-1	-2	-0.5	-9
29	CC(C)(C)NC(=O)C(=O)NCc1ccncc1	18	0.3	-7	103	-1	1	-4	0.0	-4
30	Cc1cc(Br)c(NC(=O)c2c(-c3c(Cl)cccc3Cl)noc2C)c(Br)c1	9	-1.8	-1	93	5	1	-2	-0.1	1

15 entries already listed, sorted by count of non-hydrogen atoms, rising:
entry	Compound	NALP1 inh	OXTR agonist	OXTR potentiator	MEKK2 WT-MEK5	MEKK2 mut-MEK5	GalR3 antag	PfM18AAP inh	V1R ag counter	GPR7 antagonist
2	CCOC(=O)/C(C#N)=C\c1ccc(CC)s1	13	-1.9	-17	102	1	-2	-3	-0.2	2
14	O=S(=O)(c1ccccc1)N1CCN(CCO)CC1	0	-0.7	-10	102	-1	-9	-2	0.6	2
23	Cc1nnc(SCC(=O)NC2CCCCCC2)n1C	35	-0.3	-2	106	2	-5	2	1.2	8
11	Cc1nc(Sc2ccc(Cl)cc2)c(C#N)c(C)c1[N+](=O)[O-]	1	-1.8	-5	102	15	-4	5	-1.6	-20
16	Cc1ccc(CNS(=O)(=O)c2ccc(C(F)(F)F)cc2)n1C	-4	-0.6	-3	103	2	-5	2	0.3	-19
9	O=C(Cn1cc([N+](=O)[O-])ccc1=O)Nc1ccc2c(c1)OCO2	/	1.0	-6	/	/	-4	/	0.6	/
13	c1ccc2c(c1)nnn2Cc1nnc2sc(-c3ccncc3)nn12	16	0.1	5	105	3	-5	16	0.6	9
3	O=[N+]([O-])c1ccc(C[n+]2cc(-c3ccccc3)n3c2CCCCC3)cc1	7	0.2	-3	108	3	1	-3	0.7	-19
15	Cc1ccc(NC(=O)COC(=O)c2nn(-c3ccc(Cl)cc3)cc2O)cc1	/	0.2	-6	/	/	-2	/	0.0	/
24	Cc1ccc(C(=O)COC(=O)CCC(=O)Nc2ccccc2Cl)cc1[N+](=O)[O-]	12	-1.7	-9	97	-2	-5	5	-0.6	14
25	COc1ccc(Cc2nnc(NC(=O)c3cc(OC)c(OC)c(OC)c3)s2)cc1	15	-1.3	-9	110	4	-9	7	0.3	-8
20	CN(CC(=O)Nc1ccccc1Br)C(=O)c1cc([N+](=O)[O-])ccc1N1CCOCC1	/	-1.4	-17	/	/	1	/	0.1	/
5	COCCN1C(=O)C(=O)/C(=C(/O)c2ccc(S(=O)(=O)N3CCOCC3)cc2)C1c1ccc(OC)c(OC)c1 (configuration not stated)	6	0.8	-3	112	8	-4	2	0.9	-10
10	Cc1ccc(-c2nn(-c3ccc(F)cc3)cc2C(=O)N(C)CC(=O)Nc2ccc(N3CCOCC3)cc2)cc1	/	0.0	-6	/	/	-4	/	-0.3	/
21	CCOC(=O)CCC(NC(=O)CCCCCCCCC(=O)NC(CCC(=O)OCC)C(=O)OCC)C(=O)OCC (configuration not stated)	32	-1.3	0	110	1	-1	5	0.9	-11

The list goes on:
entry	Compound	NALP1 inh	OXTR agonist	OXTR potentiator	MEKK2 WT-MEK5	MEKK2 mut-MEK5	GalR3 antag	PfM18AAP inh	V1R ag counter	GPR7 antagonist
31	Cc1cc(C)cc(NC(=O)c2ccc(S(=O)(=O)C(F)F)cc2)c1	43	-2.5	-4	110	1	0	4	0.9	-9
32	Cc1cnc(NC(=O)CN2C(=O)C3CC=CCC3C2=O)s1 (configuration not stated)	29	0.1	-5	100	-2	-5	5	1.0	-2
33	O=C(COc1ccc2ccccc2c1)N1c2ccccc2Sc2ccccc21	21	0.9	-6	91	-1	-6	-3	0.3	12
34	Nc1ncnc2nc(SCCc3ccccc3)[nH]c12	-13	-1.1	-6	98	3	-4	-7	-0.3	-8
35	COc1ccc(C(=O)CN2C(=O)c3ccccc3S2(=O)=O)cc1Br	0	0.9	-3	92	-2	-3	9	1.5	-12
36	COc1cccc(NC(=O)C2CCN(c3ncccn3)CC2)c1	3	0.4	7	102	-2	-1	-2	0.9	-16
37	Cc1nn(CC(=O)NCCN2CCOCC2)c(=O)c2ccccc12	10	1.1	-10	99	3	-4	4	0.2	-9
38	Cc1ccsc1/C=N\NC(=O)c1ccc2c(c1)OCO2	-2	-0.5	3	61	-61	-3	-5	-0.3	3
39	CC(Sc1nc2c([nH]c3ccccc32)c(=O)n1C)c1ccccc1 (configuration not stated)	-10	-0.3	1	105	9	4	-1	0.1	-9
40	COc1cc(CC(=O)N(C)CC(=O)Nc2ccc(Cl)c(C(F)(F)F)c2)cc(OC)c1OC	3	4.6	-6	113	10	-10	0	4.6	-2
41	Cc1ccc(C(=O)COc2cccc(NC(=O)c3ccco3)c2)cc1	-4	-0.6	-1	102	-3	1	6	2.1	19
42	CCOC(=O)c1[nH]c2ccc(Cl)cc2c1-c1ccccc1	-4	-1.1	-18	96	-1	-5	-6	-0.1	-11
43	CC(=O)c1ccc(S(=O)(=O)N2CCC(Oc3ccc(-n4cnnn4)cc3)CC2)cc1	1	1.1	-7	102	3	-2	0	0.0	3
44	CCOc1ccc(CCNS(=O)(=O)c2cn(C)cn2)cc1OCC	1	0.0	-10	107	4	6	0	-0.1	-16
45	O=C(CN(Cc1ccccc1)S(=O)(=O)c1ccc(Cl)cc1)NCC1CCCO1 (configuration not stated)	-16	-0.3	-13	101	2	-7	-4	-0.7	2

Just NALP1 inh, OXTR potentiator and MEKK2 mut-MEK5 (2 entries from above):
No.	mol	NALP1 inh	OXTR potentiator	MEKK2 mut-MEK5
32	Cc1cnc(NC(=O)CN2C(=O)C3CC=CCC3C2=O)s1 (configuration not stated)	29	-5	-2
33	O=C(COc1ccc2ccccc2c1)N1c2ccccc2Sc2ccccc21	21	-6	-1
